High-throughput results: PubChem BioAssay, several laboratories
HIF-2a inh = HIF-2a inhibition; 786-0 RCC cells HIF-2a reporter, luciferase luminescence, overnight; inhibition, % at 18.8 µM; 360,000 tested, 0.72% active;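 active = inhibition of the luminescence signal of 40% or more relative to plate controls, in a single-dose primary screen at 18.75 µM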
MITF TRPM1 inh = reduces MITF-dependent TRPM1 promoter luciferase signal; 330,000 tested, 0.83% active; SK-MEL-5 TRPM1 promoter luciferase, 24 h; inhibition, % at 12.5 µM;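 active = mean inhibition across replicates of 60% or more, whatever share of single replicates reaches that level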; also: values of inactives mirror those of a sister screen read the other way
NR2E3 ag-1 = activates human photoreceptor nuclear receptor NR2E3 | Q9Y5X4 | GST-NR2E3/biotin-RetCOR TR-FRET, 1536-well | AID 2300 | inhibition of corepressor binding, % at 4.78 µM | 320,000 tested, 0.12% active;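 active = percent inhibition above the cutoff of mean plus 3 SD of all tested compounds, set per screening campaign, cut at about 20% in these data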;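 also: 0% = DMSO wells and 100% = biotin wells as full block of FRET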
Target sequence (Q9Y5X4 whole entry, looked up): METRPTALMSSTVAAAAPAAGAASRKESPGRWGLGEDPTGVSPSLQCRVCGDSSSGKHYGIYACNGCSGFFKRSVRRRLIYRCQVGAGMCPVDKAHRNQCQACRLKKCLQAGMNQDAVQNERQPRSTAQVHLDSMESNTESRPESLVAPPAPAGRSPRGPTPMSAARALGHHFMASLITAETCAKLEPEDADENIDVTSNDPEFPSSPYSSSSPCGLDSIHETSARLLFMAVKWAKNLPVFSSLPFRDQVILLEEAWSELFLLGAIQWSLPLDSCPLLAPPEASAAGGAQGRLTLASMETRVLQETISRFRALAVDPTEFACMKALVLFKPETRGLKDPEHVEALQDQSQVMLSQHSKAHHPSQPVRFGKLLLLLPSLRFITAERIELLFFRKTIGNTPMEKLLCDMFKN
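Material: NR2E3–RetCOR corepressor complex / Amount: 1.35 nM GST-NR2E3 / Medium: Tris pH 7.5 / Compound: single nominal compound dose of 4.8 µM / Incubation: 5 h at 4 °C / Technique: TR-FRET, Eu(K)-anti-GST donor, streptavidin-D2 acceptor, ex 340, em 617/671 nm / Read-out basis: percent loss of FRET ratio relative to control wells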
Peg3 promoter = inhibitors of Peg3 promoter | 360,000 tested, 1.7% active | HeLa PEG-Prom luciferase reporter, luminescence, overnight | AID 588405 | inhibition, % at 20 µM;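 active = inhibition of at least 50% at 20 µM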
TROY NFkB inh = TROY signaling inhibition | Q293 LMP1-TROYcd NF-kB luciferase reporter, 4 h | inhibition, % at 10 µM | 360,000 tested, 0.98% active | AID 1347056;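 active = compounds whose plate-normalised and pattern-corrected inhibition of the luciferase reporter signal at the single screening dose is 50% or more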
KKLEB tox = CF airway cell cytotoxicity counter-screen; KKLEB CF airway cells viability, ATPlite luminescence, overnight; active compounds read low; cells stimulated with P. aeruginosa culture filtrate; activity change (cytotoxicity), % at 5 µM; 360,000 tested, 0.36% active; AID 602141;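 active = corrected activity change at or below -50% at 5 µM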
TRAIL sens C8 = sensitizes caspase-8 expressing cells to TRAIL; NB7+C8 cells + TRAIL, ATPlite viability luminescence; inhibition (viability loss, TRAIL sensitization), % at 10 µM; 360,000 tested, 1% active;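 active = compounds causing at least 50% loss of cell viability in the single-dose screen, relative to plate controls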
TWEAK-Fn14 inh = blocks TWEAK-Fn14 interaction in a reporter cell assay; TWEAK-stimulated Fn14 reporter cells, luciferase luminescence, 8 h; inhibition, % at 10 µM; 360,000 tested, 2% active; AID 1159606; in the data active = inhibition above about 50%
Shn3 inh set2 = inhibitors of Schnurri-3 3'UTR reporter in osteoblasts; Clone20 osteoblast Shn3 3'UTR firefly luciferase, 24 h; inhibition, % at 12.5 µM; 360,000 tested, 0.52% active; AID 588674;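 active = mean inhibition of at least 75% with every replicate also reaching 75%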;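 also: 0% = median of neutral control wells and 100% = pilot-screen positive control compound; some compounds past the cut are filed as inactive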
CF NFkB block = cystic fibrosis NF-kB activation inhibition; KKLEB NF-kB-GFP reporter, PAF-induced, GFP fluorescence overnight; inhibition, % at 5 µM; 360,000 tested, 0.86% active; AID 588850;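 active = at least 50% inhibition at 5 µM, scaled per plate between neutral and stimulator controls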;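 also: PAF is a Pseudomonas aeruginosa culture filtrate used as stimulus; plate controls were PAF-stimulated DMSO wells for no effect and unstimulated DMSO wells for full effect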
NR2E3 ag-2 = agonists of human NR2E3 nuclear receptor | CHO-S Gal4-NCOR/VP16-NR2E3 two-hybrid, luciferase | inhibition of corepressor binding, % at 3.98 µM | 360,000 tested, 0.35% active | AID 602229;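 active = inhibition above the mean of all tested compounds plus 3 SD, cut at about 70% in these data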;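 also: 0% = DMSO with NR2E3 transfected cells and 100% = cells lacking NR2E3 construct; higher means lower luciferase signal from less NR2E3 corepressor binding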
Active calls of the source: *; x = no result given.

SMILES	HIF-2a inh	MITF TRPM1 inh	NR2E3 ag-1	Peg3 promoter	TROY NFkB inh	KKLEB tox	TRAIL sens C8	TWEAK-Fn14 inh	Shn3 inh set2	CF NFkB block	NR2E3 ag-2
CC(C)(C)NC(=O)CN1CCCN(C(=O)COc2ccc(Cl)c3ccccc23)CC1	-1	-7	-1	-1	2	9	15	-18	8	2	12
C=CCN(CC=C)C(=O)CCN1CC1C (configuration not stated)	7	10	x	-5	-8	4	7	-13	14	24	-13
Cc1ccc(C2SCC(=O)Nc3c2c(=O)[nH]n3C2CCOC(C)(C)C2)cc1 (configuration not stated)	-3	-6	2	-2	2	10	8	10	-12	-2	-16
CC(C)(C)NC(=S)N1Cc2ccccc2-n2nncc2C1	-4	x	x	-4	-5	-11	-8	3	-9	11	-20
CC(=O)O[C@H]1CCC2C3CCC4=CC(=O)CCC4=C3C=C[C@@]21C (some centres not stated)	6	10	-4	28	-13	8	-2	12	-2	-6	-39
Cc1ccc(N)c(C)c1	3	9	0	-11	-18	-13	-16	-8	-4	2	-10
Nc1c(C(=O)NCCN2CCOCC2)c2nc3ccccc3nc2n1Cc1ccco1	20	-5	3	18	13	-7	-3	12	-1	-17	-11
C[C@@H]1O[C@@H](O[C@@H]2C=C3CCC4C(CC[C@]5(C)[C@@H](c6ccc(=O)oc6)CC[C@]45O)[C@@]3(C)CC2)[C@H](O)[C@H](O)[C@H]1O (some centres not stated)	90*	82*	2	95*	47	-62*	75*	82*	-2	88*	-43
CC(=O)Nc1ccc(C(=O)OCC(=O)Nc2ccc(Cl)cc2C(=O)c2ccccc2)cc1	19	14	4	10	15	-11	-8	7	-12	12	-2
CCOC(=O)c1c(N)n(CCN2CCOCC2)c2nc3ccccc3nc12	-2	12	2	11	13	-1	-9	30	5	-15	-29
CCC1(c2cccc(O)c2)CCCCN(C)C1 (configuration not stated)	1	-4	2	-3	6	-15	0	-1	4	-2	-27
CCn1c(C)c(C(=O)NCCc2ccccc2)c2cc(OC)ccc21	-22	11	x	-12	-43	-5	-3	6	0	-2	-27
CCCn1cc(C(=O)O)cn1	12	-2	-2	11	-18	-4	2	0	10	22	26
Cc1ccc(-n2c(=S)[nH]c3ccccc3c2=O)cc1C	-33	x	x	-14	-10	3	2	-21	1	-6	-8
CC(C)c1oc(=O)cc2c1[C@@H](O)[C@H]1OC(=O)[C@@]3(C)CC[C@@H](O)[C@@]2(C)C13 (some centres not stated)	35	60	1	31	8	-7	19	50	8	14	30
CC(=O)N(C1=NCCCS1)c1ccc(F)cc1	14	2	3	0	14	-23	20	19	5	8	-18
CNCCc1c[nH]c2ccccc12	16	x	1	9	9	-10	-9	9	6	20	1
O=C(Nc1ccc2c(c1)OCO2)c1cn(Cc2ccc(F)cc2)nn1	-110	-40	4	-103	-49	-15	4	-18	-22	-14	-7
NS(=O)(=O)c1ccc(N=Cc2c(O)n(-c3ccccc3)c(=O)[nH]c2=O)cc1	10	0	3	-12	-4	9	-4	-7	18	-4	-20
COc1ccc2ccc(O)c(CN3CC=C(c4ccccc4)CC3)c2c1	10	11	1	6	11	-15	1	35	22	37	19
O=C(COc1ccccc1)Nc1ccc(Cl)cc1C(=O)c1ccccc1	20	0	0	12	-4	0	3	-3	-8	-12	12
CN1C2CCC1C(C(=O)O)C(OC(=O)c1ccccc1)C2 (configuration not stated)	15	-1	x	-3	-11	3	8	2	-8	-28	-15
O=C1/C(=C/c2cccc([N+](=O)[O-])c2)N2CCC1CC2	12	-9	0	9	5	12	-6	6	-2	-12	-19
COC(=O)C1=C(c2ccccc2)C[C@@H]2CC[C@H]1N2C(=O)N1CCCC1	1	0	1	6	-13	10	-1	-7	-17	-3	-14
CC[N+](CC)(CC#CCO)CC#Cc1ccccc1	21	6	1	-4	1	-2	0	-15	-8	-3	-26
CC1c2ccccc2-n2nncc2CN1CC1CCCCC1 (configuration not stated)	3	10	x	12	-1	8	-7	-8	7	10	-50
C#CC[N+]1(C)[C@@H]2CC[C@H]1CC(OC(=O)C(CO)c1ccccc1)C2 (some centres not stated)	11	-1	1	-2	-12	0	8	-12	-26	-5	-18
Cc1cc(OC(C)C(=O)NCC(O)c2ccccc2)c2c3c(c(=O)oc2c1)CCC3 (configuration not stated)	-3	0	1	20	-9	-14	-3	0	-6	-9	-34
CN(C)c1ccc(NC(=O)CN2C(=O)CN=C(c3ccccc3)c3cc(Cl)ccc32)cc1	8	-10	1	1	2	-5	-8	5	4	10	-11
COc1cccc(N=Cc2c(O)n(Cc3ccco3)c(=O)[nH]c2=O)c1	6	x	-4	20	-1	1	-4	-6	-12	16	-16
CC(=O)OC(C)(C)/C=C/C(=O)[C@](C)(O)[C@H]1[C@H](O)C[C@@]2(C)[C@@H]3CC=C4[C@H](C[C@H](O)C(=O)C4(C)C)[C@]3(C)C(=O)C[C@]12C	79*	88*	x	103*	62*	-86*	32	65*	98*	84*	43
CCc1c(C)nc(N)nc1N1N=C1SCC(=O)OC	16	3	0	3	10	-2	13	1	0	5	-3
O=c1c2ccccc2nc(CSc2ncnc3nc[nH]c23)n1-c1ccccc1Cl	13	2	-5	8	-21	4	-8	6	13	7	-15
CC(=O)O[C@H]1C[C@@H]2CC[C@@H]3[C@H](CC[C@]4(C)C(=O)CC[C@@H]34)[C@@]2(C)C[C@@H]1OC(C)=O	8	-8	-1	-5	-5	-13	-5	-46	12	18	2
CCCNC(=O)N1[C@H]2CC[C@@H]1C(C(=O)OC)=C(c1ccc(-c3ccccc3)c(F)c1)C2	16	23	-2	13	24	8	5	21	29	-3	11
NCCCN1CCN(c2ccccc2)CC1	9	-2	-1	8	-4	4	7	1	-8	-13	10
O=C(Cc1ccccc1)N1CCN(Cc2ccc(Cl)cc2)CC1	22	4	x	23	8	-6	8	1	-8	0	10
CCOc1ccc(N)cc1	10	-13	x	4	2	6	-10	4	-3	6	11
COc1ccccc1N1CCN(C(CNC(=O)Oc2ccccc2)c2cccnc2)CC1 (configuration not stated)	18	6	0	5	-23	10	-5	4	-14	-2	-16
C=C1C(=O)[C@@]23C[C@H]4[C@@H]5[C@@]6(C)CCC[C@@]57[C@@H]2[C@@H](O)[C@@H]1C[C@H]3[C@H]7N4C6	69*	x	1	93*	16	2	8	50	-53	74*	-48
CCOC(=O)[C@]12Cc3cc(C)ccc3[C@H]1N(C)C(=O)c1ccccc12	19	x	x	x	6	x	-6	12	x	x	-1
CCOc1ccc(C(=O)OC2CC3CCC(C2)N3C)cc1 (configuration not stated)	-40	-15	0	-3	-10	8	-1	-1	-10	-15	-4
Cc1ccc(C)c(NC(=O)CCNC(=O)N2C[C@H]3C[C@@H](C2)c2cccc(=O)n2C3)c1	8	11	-1	-1	4	4	-6	-6	8	2	-17
CCCCc1cc(=O)oc2cc(OCC(=O)N3C[C@H]4C[C@@H](C3)c3cccc(=O)n3C4)c(Cl)cc12	25	-12	-3	11	-6	-16	-4	22	-21	12	-6
O=P(O)(O)Oc1ccccc1P(=O)(c1ccccc1)c1ccccc1	5	-3	-2	6	14	-28	6	9	-17	15	-2
COC(=O)c1ccc(NC(=O)CSc2nc3ccc(N4C(=O)C5C6C=CC(C6)C5C4=O)cc3s2)cc1 (configuration not stated)	-93	62*	3	105*	57*	-1	41	91*	21	-7	-7
CC(CC(C)(C)N1CC1)=NO	7	3	x	4	15	-5	-20	-8	-12	-8	4
CC1(C)CC2CCC(O)C2C(CCO)N1 (configuration not stated)	1	0	x	-24	8	14	-5	19	29	7	-7
CC1C(c2cccs2)=[N+]([O-])C(C)(C(=O)c2cccs2)N1O (configuration not stated)	6	5	-1	-1	0	5	3	-1	-21	5	2
Cc1cc(=O)oc2cc(OCC(=O)N3CCN(C(C)c4ccccc4)CC3)c(Cl)cc12 (configuration not stated)	1	5	-1	15	21	13	5	-7	23	9	-6
CCOP(=O)(OCC)C(NC(=O)c1ccc(OC)cc1)C(Cl)(Cl)Cl (configuration not stated)	19	-4	2	-8	-31	3	14	-27	-8	-11	-19
C/C=C1/CN2[C@@H]3C4CO[C@@H]3c3c([nH]c5cc(OC)ccc35)[C@@H]2CC14 (some centres not stated)	2	-2	-1	-6	-10	-2	4	-13	-9	-6	-16
Cc1ccnc(-n2c(C)nc3ccccc3c2=O)c1	7	2	1	15	-19	-5	-9	-7	-29	4	-15
COCCCNC(=O)c1c(NC(=O)c2ccccc2Cl)n(Cc2ccccc2)c2nc3ccccc3nc12	22	-10	-3	0	0	-10	12	10	-14	1	-18
COC(=O)C1=C(c2cccc(OC)c2OC)C[C@@H]2CC[C@H]1N2C(=O)NC1CCCCC1	-28	8	1	-35	-33	19	-22	11	7	-14	13
CC1=C(C(=O)OC(C)C)[C@]2(C(=O)N(CC(N)=O)c3ccccc32)C(C#N)=C(N)O1	14	1	-1	13	-10	0	-4	-6	-2	-11	5
CC1CN(CCc2ccccc2)CC(C)O1 (configuration not stated)	-14	9	-5	12	6	-5	8	-5	5	5	15
COC(=O)C1=C(c2cc3ccccc3s2)C[C@@H]2CC[C@H]1N2C(=O)NCc1cccc2ccccc12	19	-7	1	15	3	4	-17	21	40	6	-9
O=c1[nH]c(=O)n(CCc2ccc(F)cc2)c(O)c1C=NCCCn1ccnc1	14	9	2	15	-13	0	-9	6	18	-9	11
C[C@]12CC[C@H]3[C@@H](CCC4=CC(=O)CC[C@@]43O)[C@@H]1CCC2=O	8	5	4	0	-16	-11	0	-4	0	-1	-2

Given with two lines to a compound: 3 of the compounds above.
The line under a structure holds: HIF-2a inh | MITF TRPM1 inh | NR2E3 ag-1 | Peg3 promoter | TROY NFkB inh | KKLEB tox | TRAIL sens C8 | TWEAK-Fn14 inh | Shn3 inh set2 | CF NFkB block | NR2E3 ag-2
CCCCc1cc(=O)oc2cc(OCC(=O)N3C[C@H]4C[C@@H](C3)c3cccc(=O)n3C4)c(Cl)cc12
  25 | -12 | -3 | 11 | -6 | -16 | -4 | 22 | -21 | 12 | -6
O=P(O)(O)Oc1ccccc1P(=O)(c1ccccc1)c1ccccc1
  5 | -3 | -2 | 6 | 14 | -28 | 6 | 9 | -17 | 15 | -2
COC(=O)c1ccc(NC(=O)CSc2nc3ccc(N4C(=O)C5C6C=CC(C6)C5C4=O)cc3s2)cc1 (configuration not stated)
  -93 | 62* | 3 | 105* | 57* | -1 | 41 | 91* | 21 | -7 | -7

The list continues.
SMILES	HIF-2a inh	MITF TRPM1 inh	NR2E3 ag-1	Peg3 promoter	TROY NFkB inh	KKLEB tox	TRAIL sens C8	TWEAK-Fn14 inh	Shn3 inh set2	CF NFkB block	NR2E3 ag-2
Cc1ccc(/C=C2/C(=O)NC(=O)N(CCc3ccc(F)cc3)C2=O)o1	26	3	-1	21	9	-5	-1	-12	-12	19	-27
CSCCC(c1nnnn1C(C)(C)C)N1CCC2(CC1)C(=O)NCN2c1ccccc1 (configuration not stated)	12	x	x	5	-14	-6	-16	3	-3	-1	-3
CC(=O)c1ccc(OCC(=O)N2CCCC(N3CCN(c4ccccc4C)CC3)C2)cc1 (configuration not stated)	15	15	3	17	-12	32	17	-1	25	-10	-2
CCOC(=O)[C@]12Cc3c(cc(OC)c(OC)c3OC)[C@H]1N(C(C)C)C(=O)c1ccccc12	21	x	x	x	13	x	5	-14	x	x	11

The list is partial (hit frequency here may not be typical).
